Screening data as filed in PubChem BioAssay.
GSK3beta inhib: inhibitors of human GSK3beta kinase; P49841; GST-GSK3beta kinase, ADP-Glo luminescence, 60 min; stronger effect = lower value; activity score (negative = inhibition), % at 10 µM; 300,000 compounds, 0.038% hits; AID 2097;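 active = more than half of replicate wells score below -50%, meaning over 50% inhibition versus plate controls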;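 note: 0% = median DMSO wells and -100% = median GW8510 positive control wells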
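Test system: GST-tagged human GSK3beta kinase, cell-free; evaluation: activity score scaled between in-plate DMSO and GW8510 controls; measured by: ADP-Glo luminescence; incubation: 60 min reaction, RT; benchmarks: DMSO and 20 µM GW8510; reagent: peptide substrate plus 25 µM ATP (final); medium: Tris/MgCl2 kinase buffer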
hERG rescue: hERG (human) protection from proarrhythmic block; CHO-hERG, FluxOR thallium flux, dofetilide IC70 present; activation (rescue from dofetilide block), less the hit threshold, % at 10 µM; Q12809; 310,000 compounds, 0.51% hits;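 active = activation above the mean of controls blocked by dofetilide plus 5 SD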;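 note: thallium influx through hERG after potassium depolarization seen as dye fluorescence rise; in these data hits start at about 4.7%; inactives centre near -7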
KCNQ1 pot: human KCNQ1 channel potentiation or activation; P51787; CHO-K1 KCNQ1, thallium flux FluxOR fluorescence; stronger effect = higher value; AID 2648; 310,000 compounds, 0.35% hits; B-score at 10 µM;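 active = fluorescence ratio B-score, a plate-corrected score, at least three library SD, with initial intensity B-score within 5 SD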
Target sequence (P51787 whole entry, looked up): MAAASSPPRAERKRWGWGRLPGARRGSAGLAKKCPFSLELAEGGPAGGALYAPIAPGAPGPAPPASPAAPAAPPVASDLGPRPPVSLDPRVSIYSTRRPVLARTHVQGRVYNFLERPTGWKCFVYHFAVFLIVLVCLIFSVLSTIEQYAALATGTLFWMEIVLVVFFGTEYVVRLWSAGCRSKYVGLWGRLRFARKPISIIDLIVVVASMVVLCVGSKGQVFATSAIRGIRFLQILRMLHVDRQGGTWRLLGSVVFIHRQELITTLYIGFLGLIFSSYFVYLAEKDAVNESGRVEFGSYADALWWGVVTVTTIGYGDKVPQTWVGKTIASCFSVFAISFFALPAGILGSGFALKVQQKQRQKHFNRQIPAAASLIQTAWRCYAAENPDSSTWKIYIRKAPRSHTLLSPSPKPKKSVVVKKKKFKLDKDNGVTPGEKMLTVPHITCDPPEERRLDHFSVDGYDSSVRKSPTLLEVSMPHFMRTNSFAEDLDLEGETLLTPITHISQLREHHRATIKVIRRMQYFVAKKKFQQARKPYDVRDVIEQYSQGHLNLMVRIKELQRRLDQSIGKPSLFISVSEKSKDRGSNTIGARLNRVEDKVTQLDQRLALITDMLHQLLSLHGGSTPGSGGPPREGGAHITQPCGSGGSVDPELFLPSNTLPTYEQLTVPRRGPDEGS
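System: Stable KCNQ1 CHO-K1 line | Incubation: 90 min dye loading and 20 min compound exposure, both at room temperature | Measure: Ratio B score | Medium: Assay buffer for compound exposure, DMSO matched across wells | Compound dosing: Single-concentration screen | Probe or stimulus: K+/Tl+ depolarizing stimulus | Measured by: Kinetic FluxOR fluorescence, 10 s baseline plus 110 s post-stimulus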
RGS4 pot: RGS4 potentiation or activation | HEK293 M3R/inducible RGS4, carbachol calcium flux Fluo4; stronger effect = lower value | B-score at 10 µM | 310,000 compounds, 0.92% hits | AID 463111;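 active = B-score of the integrated calcium signal more than 4 SD below the library mean, with starting fluorescence not abnormally high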;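 note: negative B-score means reduced calcium response which marks RGS4 activation or potentiation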
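System: HEK293 FlpIn-TREx cells, stable M3R, doxycycline-inducible RGS4. Timing: overnight RGS4 induction, 30 min dye load 37 °C, 20 min compound RT. Also added: carbachol, ECmax concentration. Measured by: Fluo4 fluorescence kinetic imaging of calcium. Evaluation: integrated calcium ratio converted to B score.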
KCNK9 inh: blocks the human KCNK9 two-pore domain potassium channel; HEK293 KCNK9, FluxOR thallium flux fluorescence; stronger effect = lower value; B-score at 10 µM; AID 488922; 310,000 compounds, 1.2% hits; Q9NPC2;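 active = ratio B-score over 3 SD below the library mean, with starting fluorescence within 5 SD of its mean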;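 note: negative B-score means less thallium flux so channel inhibition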
RGS4 block: human RGS4 inhibition; 310,000 compounds, 0.45% hits; HEK293 M3R/RGS4 inducible, Fluo-4 calcium flux; stronger effect = higher value; triggered by carbachol at its EC20; B-score at 10 µM;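 active = B-score, a plate-corrected calcium signal, over three deviations above library mean, with baseline fluorescence within five deviations of library mean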;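 note: RGS4 expression induced by doxycycline in cells with stable M3 receptor; B-score is computed from the integrated fluorescence ratio over baseline after carbachol; higher B-score means a larger calcium signal and so more RGS4 inhibition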
GSK3 alpha inh: human GSK-3 alpha kinase inhibition. P49840. ADP-Glo luminescence, 60 min. inhibition, % at 10 µM. 320,000 compounds, 0.1% hits. AID 2650;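 in the data active = inhibition above about 50%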;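 note: GST-tagged GSK-3 alpha with peptide substrate and 25 µM ATP; 0% = DMSO neutral wells and 100% = GW8510 positive control wells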
KCNK3 inh: human KCNK3 channel inhibition, primary screen; CHO-KCNK3 thallium flux, FluxOR fluorescence; stronger effect = lower value; O14649; B-score at 10 µM; 340,000 compounds, 0.84% hits;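 active = B-score under library mean minus 4 SD, starting fluorescence ratio at most library mean plus 5 SD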;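 note: more negative B-score means stronger inhibition of thallium flux through KCNK3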
Target sequence (O14649 whole entry, looked up): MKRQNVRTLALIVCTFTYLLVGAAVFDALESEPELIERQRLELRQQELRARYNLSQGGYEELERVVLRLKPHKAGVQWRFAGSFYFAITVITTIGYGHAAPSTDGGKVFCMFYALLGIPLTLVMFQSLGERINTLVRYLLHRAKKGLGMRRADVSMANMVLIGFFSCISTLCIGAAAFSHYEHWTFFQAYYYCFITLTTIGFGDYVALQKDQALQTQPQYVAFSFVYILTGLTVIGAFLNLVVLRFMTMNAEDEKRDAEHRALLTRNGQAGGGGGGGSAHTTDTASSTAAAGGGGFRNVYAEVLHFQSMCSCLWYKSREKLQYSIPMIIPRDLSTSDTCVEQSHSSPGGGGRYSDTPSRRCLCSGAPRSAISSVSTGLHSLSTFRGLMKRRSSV
KCNQ1 inh: blocks the human KCNQ1 potassium channel; P51787; CHO-K1 KCNQ1, FluxOR thallium flux fluorescence; stronger effect = higher value; B-score at 10 µM; 310,000 compounds, 1.3% hits; AID 2642;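 active = compounds whose thallium flux B-score, printed positive for inhibition, exceeds three library SD while starting fluorescence stays within three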;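 note: channel opened by potassium depolarization with thallium stimulus after 20 min compound exposure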
Dyrk1A ADPGlo: Dyrk1A (rat) kinase inhibition. ADP-Glo luminescence, NFATc1 peptide. 310,000 compounds, 0.43% hits. AID 504441. inhibition, % at 12.5 µM; in the data active = inhibition above about 50%;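 note: plate controls were vehicle with enzyme for no effect and no enzyme for full effect; many of its hits are not listed in these tables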
PolyA inh: inhibitors of polyadenylation in S. cerevisiae | calls only at 12 µM | 300,000 compounds, 0.02% hits | S. cerevisiae SKY197-pL101 polyadenylation reporter, beta-gal luminescence; efflux-impaired pdr1/pdr3 knockout yeast; score 100 = 6 SD above DMSO;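 active = lowest replicate activity score at least 50, where 100 means six control SD above control mean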;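 note: yeast exposed to compound for 9 h at 30 °C; higher score means more reporter readthrough which indicates perturbed polyadenylation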
Numbers without * were called inactive; i = inactive; . = no result given. This is a subset; rates above refer to the full screens.

SMILES	GSK3beta inhib	hERG rescue	KCNQ1 pot	RGS4 pot	KCNK9 inh	RGS4 block	GSK3 alpha inh	KCNK3 inh	KCNQ1 inh	Dyrk1A ADPGlo	PolyA inh
CC(=O)N/C(=C\c1ccccc1)C(=O)OCC(=O)c1ccccc1	.	-2	i	i	i	i	-2	i	i	0	.
COc1ccc(NC(=O)CN(c2ccc(Cl)cc2)S(C)(=O)=O)cc1OC	2	-7	i	i	i	i	-3	i	i	.	i
COc1ccc(C2C(C#N)=C(N)Nc3nc4ccccc4n32)cc1 (stereo not given)	0	-2	i	i	i	i	-2	i	i	4	i
Cc1ccc(NC(=S)NCc2ccc(S(N)(=O)=O)cc2)cc1Cl	-4	-11	i	i	i	i	0	i	i	-3	i
COc1ccc(C(=O)Cc2cc(OC)c(OC)cc2[N+](=O)[O-])cc1	3	1	i	i	i	i	-2	i	i	1	i
O=C(NCc1ccccc1)C(C(=O)c1ccc(F)cc1)n1ccccc1=O (stereo not given)	-1	-7	i	i	i	i	0	i	i	-5	i
O=C(N/N=C/c1ccccc1OC(F)F)c1cc(-c2ccncc2)nc2ccccc12	1	-24	i	i	i	i	1	i	i	.	i
CC(C)N1CCN(CCCc2ccccc2)CC1CCO (stereo not given)	3	-7	i	i	i	i	-1	i	i	.	i
COc1ccccc1NC(=O)C12CC3CC(C1)CC(c1ccc(C)cc1)(C3)C2	2	-12	i	i	i	i	1	i	i	-1	i
COc1ccc(OC)c(Cc2nnc(CCC(=O)NCc3ccc(C)s3)o2)c1	1	-10	i	i	i	i	-3	i	i	-3	i
O=C(/C=C/c1ccc2c(c1)OCO2)NCCCN1CCOCC1	-3	-7	i	i	i	i	5	i	i	30	i
CCOC(=O)C1(CCOc2ccccc2)CCN(Cc2ccc(F)c(OC)c2)CC1	6	-5	i	i	i	i	0	i	i	1	i
Cc1cc(C(=O)COC(=O)C2CCN(C(=O)c3ccc(Cl)cc3)CC2)c(C)n1CC1CCCO1 (stereo not given)	5	-15	i	i	i	i	-2	i	i	0	i
CC1=C(C)CC(C(=O)NC(C)CCc2ccccc2)C(C(=O)O)C1 (stereo not given)	-3	-18	i	i	i	i	-2	i	i	3	i
O=Cc1cn(CCC(=O)O)nc1-c1cc2ccccc2o1	2	-5	i	i	i	i	-4	i	i	2	i
NC(=O)c1ccsc1NC(=O)COC(=O)c1ccc(Cl)nc1	1	-15	i	i	i	i	3	i	i	5	i
O=C(c1ccc(C(=O)N2CCOCC2)s1)N1CCOCC1	2	-9	i	i	i	i	-10	i	i	-2	i
CC(Oc1ccccc1)C(=O)Nc1nnc(S(=O)(=O)N2CCCCCC2)s1 (stereo not given)	2	-8	i	i	i	i	-2	i	i	-1	i
CCOc1ccccc1CNc1nc2nc3c(c(=O)n2[nH]1)CCC3	-1	-7	i	i	i	i	0	i	i	-5	i
COc1ccc(C(=O)NCc2ccc(C)cc2)cc1S(=O)(=O)N1CCCc2ccccc21	-1	-9	i	i	i	i	0	i	i	-3	i
OCC1(CCOc2ccccc2)CCN(Cc2cn[nH]c2-c2ccccc2)CC1	-2	-17	i	i	i	i	-3	i	i	4	i
O=C(c1ccc(COCC(F)(F)F)cc1)N1CCN(c2ccccn2)CC1	-1	-9	i	i	i	i	-5	i	i	-1	i
O=C(O)/C(=C\c1ccccc1OC(F)F)c1ccc(-c2ccccc2)cc1	10	-5	i	i	i	i	-8	i	i	-10	i
Cc1ccccc1Cn1nnc2c1C(=O)c1ccccc1C2=O	-2	-11	i	i	i	i	-4	i	i	-7	i
CC(C)CCN1CCN(Cc2ccc(Oc3ncccn3)cc2)CC1CCO (stereo not given)	2	-12	i	i	i	i	-2	i	i	7	i
CC12CCC(C(=O)NC(c3ccccc3)c3ccccc3)(OC1=O)C2(C)C (stereo not given)	0	-11	i	i	i	i	-2	i	i	-1	i
O=C1CSC(=S)N1c1ccc(Cl)c(Cl)c1	2	-14	i	i	i	i	0	i	i	3	i
O=C(NCc1ccc(F)cc1)c1ccc2c(=O)n3c(nc2c1)CCCCC3	-1	-5	i	i	i	i	-1	i	i	10	i
O=S(=O)(Cc1ccccc1)Nc1cccc(Br)c1	2	-8	i	i	i	i	-3	i	i	-1	i
N#Cc1ccc(CSc2nnc(-c3ccccn3)n2-c2ccccc2)cc1	0	-6	i	i	i	i	.	i	i	6	i
CC1(C)CC(=O)C2=C(C1)Nc1ccccc1NC2c1cccs1 (stereo not given)	1	-5	i	i	i	i	-2	i	i	.	i
CCOc1cccc(/C(O)=C2/C(=O)C(=O)N(CCN3CCOCC3)C2c2ccncc2)c1 (stereo not given)	4	-6	i	i	i	i	0	.	i	.	i
Cn1c(SCc2c(F)cccc2Cl)nc2c(c1=O)SCC2	0	-18	i	i	i	i	1	i	i	.	i
CCn1c(=O)cc(OCC(=O)N2CCCC2)c2ccccc21	0	-6	i	i	i	i	.	i	i	-12	i
O=C(N/N=C/C(c1ccccc1)c1ccccc1)c1ccccc1F	2	-11	i	i	i	i	0	i	i	0	i
Nc1nc2sc3c(c2cc1C(=O)NCC(=O)O)CCCC3	-1	-4	i	i	i	i	10	i	i	1	i
CS(=O)(=O)N(Cc1ccc(C(=O)N2CCc3ccccc3C2)cc1)c1ccccc1	0	-8	i	i	i	i	1	i	i	1	i
Cc1cc(C)c2nc(SC(C)C#N)cc(C)c2c1 (stereo not given)	-1	-7	i	i	i	i	-2	i	i	-1	i
CC(=O)N(CCOc1ccccc1)CCOc1ccccc1	-1	-7	i	i	i	i	-3	i	i	-5	i
CCc1cccc(CC)c1NC(=S)Nc1ccc2cn[nH]c2c1	-5	-15	i	i	i	i	.	i	i	30	i
CC1=NN(c2ccc(Cl)c(C(=O)O)c2)C(=O)/C1=C\c1ccc(-c2ccc(C(=O)O)cc2)o1	-4	-9	i	i	i	i	.	i	i	10	i
CCC1CCCCN1C(=O)CSc1nnc(CNC(=O)c2ccco2)o1 (stereo not given)	-3	-7	i	i	i	i	1	i	i	0	i
O=c1c2ccccc2nc(SCCN2CCCCC2)n1CCc1ccccc1	-2	-13	i	i	i	i	1	i	i	2	i
Cc1ccc(C(=O)NCCN2C3=NC[C@@H](Cc4ccccc4)N3C[C@H]2Cc2ccc(O)cc2)cc1Br	1	-24	i	i	i	i	5	i	i	5	i
CCOC(=O)CSCC(NC(=O)OC(C)(C)C)C(=O)OCC (stereo not given)	-1	-5	i	i	i	i	3	i	i	-6	i
O=C(Nc1cccc(O)c1)c1cnn2cccnc12	1	-3	i	i	i	i	-3	i	i	3	i
O=[N+]([O-])c1ccc(N2CCN(Cc3ccc(Br)o3)CC2)cc1	-4	-6	i	i	i	i	-3	i	i	1	i
COc1cccc(CCN2CCC(CNS(=O)(=O)c3cc(-c4cc(C)no4)ccc3C)CC2)c1	-1	-15	i	i	i	i	.	i	i	.	i

Whole records, quoted from the list. Values in the order: GSK3beta inhib, hERG rescue, KCNQ1 pot, RGS4 pot, KCNK9 inh, RGS4 block, GSK3 alpha inh, KCNK3 inh, KCNQ1 inh, Dyrk1A ADPGlo, PolyA inh
Cc1cc(C)c2nc(SC(C)C#N)cc(C)c2c1 (stereo not given) is listed with -1, -7, i, i, i, i, -2, i, i, -1, i
COc1cccc(CCN2CCC(CNS(=O)(=O)c3cc(-c4cc(C)no4)ccc3C)CC2)c1 is listed with -1, -15, i, i, i, i, ., i, i, ., i

Following part
SMILES	GSK3beta inhib	hERG rescue	KCNQ1 pot	RGS4 pot	KCNK9 inh	RGS4 block	GSK3 alpha inh	KCNK3 inh	KCNQ1 inh	Dyrk1A ADPGlo	PolyA inh
CN(CCO)CC(O)Cn1cnc2c1c(=O)n(C)c(=O)n2C (stereo not given) (tested in a mixture with another compound)	2	-4	i	i	i	i	0	i	i	6	i
CCN(CC)C(=O)COc1coc(CN2CCN(c3ccc(F)cc3)CC2)cc1=O	1	-2	i	i	i	i	-19	i	i	-6	i
CCN(C(=O)Cc1c(C(=O)O)[nH]c2ccccc12)c1cc(OC)ccc1OC	0	-10	i	i	i	i	-2	i	i	.	i
C/C(O)=C\c1nc(=O)c2c(C)cc(C)nc2n1-c1ccccc1	2	-3	i	i	i	i	-27	i	i	-6	i
CCc1ccc(Nc2nnc(SCC(=O)Nc3ccc(C(=O)O)cc3)s2)cc1	-2	-3	i	i	i	i	-1	i	i	-4	i
CC1CC(C)(C)N2C(=O)C3(Nc4ccccc4S3)c3cccc1c32 (stereo not given)	3	-18	i	i	i	i	2	i	i	8	i
O=c1c(Oc2ccccc2F)coc2cc(OCc3cnn(-c4ccccc4)c3)ccc12	4	-7	i	i	i	i	.	i	i	-3	i
Clc1ccc(COn2nnc3ccccc32)c(Cl)c1	-1	-5	i	i	i	i	-6	i	i	11	i
Cc1c(Cc2ccccc2)c(=O)oc2c(C)c(OCC(=O)N3CCC(C(=O)O)CC3)ccc12	3	-8	i	i	i	i	1	i	i	-5	i
O=C(NCCCNC(=O)c1ccc(Cl)cc1Cl)c1ccco1	3	-6	i	i	i	i	3	i	i	12	i
CC(C)(O)CNC(=O)Nc1ccc(Cl)c(Cl)c1	1	-13	i	i	i	i	2	i	i	28	i
COC(=O)C1=CN(c2ccc(F)c(F)c2)C=C(C(=O)OC)C1c1ccc([N+](=O)[O-])cc1	3	-2	i	i	i	i	-2	i	i	.	i
O=C(NC1CC1)C1=C[C@@H](C2CCCCC2)C[C@@H](OCCCCO)O1	-4	-9	i	i	i	i	0	i	i	2	i
Cc1nc2ccccc2c(=O)n1CCCn1ccnc1	1	-4	i	i	i	i	-2	i	i	15	i
COc1ccccc1-n1c(SCC(=O)NC2CCCC2)nc2cccnc21	-1	-8	i	i	i	i	0	i	i	-3	i
COc1ccc(S(=O)(=O)N2CCCC(C(=O)NCc3ccc4c(c3)OCO4)C2)cc1 (stereo not given)	-6	-2	i	i	i	i	1	i	i	6	i
CNC(=O)COC(=O)c1cc2c(C)nn(-c3ccc(F)cc3)c2s1	2	-10	i	i	i	i	-3	i	i	-5	i
O=C(/C=C/c1ccccc1O)c1ccc(Cl)cc1	0	-36	i	i	i	i	2	i	i	4	i
O=C(NCCN1CCOCC1)c1cc(-c2cccc(O)c2)on1	-12	-2	i	i	i	i	1	i	i	17	i
